# Screening data (PubChem BioAssay)
# PGE2 EP2 inh – human EP2 receptor antagonists, primary screen, TR-FRET cAMP, C6 glioma cells; Prostaglandin E2 receptor EP2 subtype (Homo sapiens), P43116; C6 glioma cells expressing human EP2; cells stimulated with saturating PGE2; inhibition, % at 25 µM; hit rate 0.52% among 260,000; AID 1422, 2008;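 active means percent inhibition above 40 after rounding to a whole number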;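 further: rat C6 glioma host cells with rolipram phosphodiesterase inhibitor present; the protocol text gives 20 µM as final concentration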
# Target sequence (P43116 whole entry, looked up): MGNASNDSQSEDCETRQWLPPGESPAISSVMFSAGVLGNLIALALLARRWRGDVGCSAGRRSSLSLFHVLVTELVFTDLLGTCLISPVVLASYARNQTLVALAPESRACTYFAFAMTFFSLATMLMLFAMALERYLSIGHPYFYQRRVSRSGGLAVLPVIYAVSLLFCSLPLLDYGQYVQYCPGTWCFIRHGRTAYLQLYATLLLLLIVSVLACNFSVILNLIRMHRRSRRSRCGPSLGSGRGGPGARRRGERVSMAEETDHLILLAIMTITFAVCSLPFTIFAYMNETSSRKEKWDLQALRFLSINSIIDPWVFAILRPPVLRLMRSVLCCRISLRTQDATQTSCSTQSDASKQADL
# TRPML3 ag – human TRPML3 channel agonists, primary screen, cell-based, HEK293 TRPML3-YFP, Fluo-8 calcium fluorescence, 3 µM. Mucolipin-3 (Homo sapiens), Q8TDD5. 100% = the carbachol control signal. activation, % at 3 µM. hit rate 0.29% among 220,000. AID 1448, 2008;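 active means activation above its plate's cutoff, the mean activation of the plate's test wells plus 3 SD, cut at about 12% in these data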;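 further: 0% = DMSO only wells and 100% = carbachol wells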
# Target sequence (Q8TDD5 whole entry, looked up): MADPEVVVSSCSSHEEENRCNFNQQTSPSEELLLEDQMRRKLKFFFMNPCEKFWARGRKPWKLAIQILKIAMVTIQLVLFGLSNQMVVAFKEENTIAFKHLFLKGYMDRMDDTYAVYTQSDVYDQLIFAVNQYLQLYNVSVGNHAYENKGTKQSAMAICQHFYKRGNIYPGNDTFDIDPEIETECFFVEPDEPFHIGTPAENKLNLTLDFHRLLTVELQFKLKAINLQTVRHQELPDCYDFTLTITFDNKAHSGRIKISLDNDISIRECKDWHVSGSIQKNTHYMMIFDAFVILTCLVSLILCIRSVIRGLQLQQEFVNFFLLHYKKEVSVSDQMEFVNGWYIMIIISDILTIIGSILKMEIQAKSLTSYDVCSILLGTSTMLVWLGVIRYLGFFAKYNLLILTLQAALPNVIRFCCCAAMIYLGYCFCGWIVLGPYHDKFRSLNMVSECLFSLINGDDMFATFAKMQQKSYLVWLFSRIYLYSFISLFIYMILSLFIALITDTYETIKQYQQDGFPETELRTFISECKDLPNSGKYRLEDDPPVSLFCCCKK
#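 Test system: HEK293 cells stably carrying human TRPML3-YFP; Doses: single dose, 3 µM final nominal compound, 0.3% DMSO final; Schedule: dye loading 1 h 37 °C then 30 min ambient, 125 s read; Technique: Fluo-8 calcium fluorescence; Benchmarks: high control carbachol 87 µM, low control DMSO.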
# PPC-1+TRAIL kill – compounds killing PPC-1 cancer cells with TRAIL present, primary screen, TRAIL potentiator project, ATPLite luminescence, uHTS; PPC-1 cells + TRAIL, ATPLite viability luminescence; cell killing (% activity), % at 4 µM; hit rate 0.41% among 220,000;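 active means cell killing above 50% in the first pass at 4 µM, then a duplicate retest at 5 µM averaging 50% or more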;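 further: plate controls were cells with TRAIL plus DMSO for no effect and medium-only wells lacking cells for full effect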
# CHOP inhibitor – inhibitors of CHOP promoter induction, primary screen, cell-based, unfolded protein response, luciferase reporter | inhibition, % at 10 µM | CHO-K1 CHOP-promoter luciferase, tunicamycin-induced, 15-18 h | hit rate 3.8% among 220,000;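 active means compounds that reduced the stress-induced luciferase reporter signal by more than about 70% of percent inhibition, limit read from the data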;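 further: 0% = tunicamycin plus vehicle and 100% = wells without tunicamycin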
# zfTRPN1 agonist – zebrafish TRPN1 channel agonists, primary screen, cell-based, HEK293, calcium fluorescence; activation, % at 3 µM; HEK293 zebrafish TRPN1-YFP, Fluo-8 calcium fluorescence; 100% = response to 87 µM carbachol; AID 1424, 2008; hit rate 0.18% among 220,000; transient receptor potential cation channel N1 (TRPN1/NompC), Danio rerio;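 active means activation above its plate's cutoff, the mean activation of test wells on that plate plus 3 SD, cut at about 19% in these data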;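 further: 0% = DMSO alone and 100% = 87 µM carbachol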
#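 Assay system: Zebrafish TRPN1-YFP in HEK293 cells | Incubation: Dye loading 1 h at 37 °C, then 30 min room temperature | Measured by: Kinetic Fluo-8 fluorescence, ex 470-495, em 515-575 nm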
# NPY-Y1 antag – NPY-Y1 receptor antagonists, primary screen, cell-based; Neuropeptide Y receptor type 1 (Homo sapiens), P25929; HEK293-CNG Y1 cells, membrane potential fluorescence; NPY at EC95, then isoproterenol; inhibition, % at 3.6 µM; hit rate 1% among 200,000;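 active means inhibition above the campaign mean inhibition of all tested compounds plus 3 SD, cut at about 20% in these data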;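 further: 0% = DMSO wells given NPY plus isoproterenol and 100% = isoproterenol alone without NPY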
#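 Material: HEK293 Y1/CNG channel cell line; also added: NPY (25 nM), isoproterenol (1 µM), Ro 20-1724 (25 µM); doses: one concentration, 3.6 µM, in 0.4% DMSO; schedule: compound incubation 1 h at room temperature, readout 45 min post-stimulation; technique: membrane potential fluorescence; measure: fluorescence ratio normalized to % inhibition between controls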
# 14-3-3 Bad PPI – inhibitors of 14-3-3 zeta/Bad binding, primary screen, biochemical, TR-FRET, bovine 14-3-3 zeta. TR-FRET 14-3-3zeta/Dy647-pBad peptide displacement, 1 h. hit rate 0.71% among 220,000. AID 781, 2007. inhibition, % at 21.7 µM;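 active means inhibition above about 70%, limit read from the data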;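 further: 0% = full 14-3-3 plus peptide FRET controls and 100% = background without 14-3-3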
# NPY1 pot ag – NPY-Y1 receptor potentiators or agonists, primary screen, cell-based; activation, % at 3.6 µM; NPY-Y1 expressing cells, potentiator/agonist activation; hit rate 0.37% among 220,000; AID 1304, 2008; Neuropeptide Y receptor type 1 (Homo sapiens), P25929; in the data active means activation above about 33%, passing the limit was not always enough;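 further: cells stimulated with NPY at EC10 then isoproterenol at EC100; 0% = low agonist plus stimulus and 100% = saturating agonist plus stimulus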
# EP2 modulator – EP2 receptor modulators, cAMP readout, primary screen, cell-based, HTRF cAMP, PGE2 stimulation; Prostaglandin E2 receptor EP2 subtype (Homo sapiens), P43116; EP2-expressing cells, cAMP HTRF FRET, PGE2 co-stimulation; induction, % at 25 µM; hit rate 0.83% among 260,000;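 active means compounds whose cAMP rise, as percent of the full-agonist control response, exceeds 60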;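 further: rat C6 glioma line stably carrying human EP2 under a CMV promoter; the protocol text gives 20 µM as final concentration; 100% = response of wells given 1 µM PGE2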
# An asterisk follows results filed as active; · = not tested or not shown; & = joins results of further samples; ! = not confirmed by another sample; [ ] = dose if it differs, or a comment.
SMILES,PGE2 EP2 inh,TRPML3 ag,PPC-1+TRAIL kill,CHOP inhibitor,zfTRPN1 agonist,NPY-Y1 antag,14-3-3 Bad PPI,NPY1 pot ag,EP2 modulator
NC(=O)c1ccsc1NC(=O)c1cccs1,6,0.6,·,·,1.5,-6,·,9,·
O=C(NNC(=O)C1CC1c1ccccc1)Nc1cccc(Cl)c1 (centres undefined),2,0.1,4,43,-2.5,-2,6,4,27
N#CC(C(=O)NC1CCCCC1)c1nc2ccccc2nc1N1CCN(c2ccccc2F)CC1 (centres undefined),·,0.9,·,-5,-0.9,-4,-3,-11,9
COc1ccc(-c2nc3n(c2C)CCC3)cc1,7,0.9,-11,-10,2.6,·,-8,-8,-8
O=C1Nc2ccccc2C(O)(C(=O)NC2CC2)N1c1ccc(Cl)c(Cl)c1 (centres undefined),13,-0.1,19,10,0.2,0,-5,10,18
CC(C)(C)c1ccc(N2C(=O)CSC2c2cccnc2)cc1 (centres undefined),13,0.8,8,-4,2.7,·,6,10,-37
CC1=C(C(=O)c2ccccc2)C(c2cccc([N+](=O)[O-])c2)NC(=S)N1 (centres undefined),7,-2.2,12,5,1.7,1,-7,-19,-9
COc1cc(OC)cc(C(=O)N[C@H](C(=O)OCC(=O)c2ccc3c(c2)NC(=O)CO3)C(C)C)c1,8,-0.4,-7,25,-0.8,-1,-3[fluorescence artefact?],-11,9
CCOC(=O)N1CCC(Nc2ncnc3c2cnn3-c2ccccc2)CC1,2,-0.1,17,-33,3.3,2,-1,-17,-14
CC(C)Sc1nc(SCC(=O)O)c2c3c(sc2n1)COC(C)(C)C3,5,0.0,5,5,1.1,·,-1,-17,-21
O=C(COc1ccccc1)Nc1ccccc1NS(=O)(=O)c1cccs1,8,0.6,4,6,-1.1,-3,2,2,-8
COC(=O)c1sc(N)c(C(=O)OC)c1COC(=O)CNS(=O)(=O)c1ccc(C)cc1,8,0.0,4,33,-2.1,0,-19,-13,-8
CC(NC(=O)C1(c2cccs2)CCOCC1)c1ccccc1 (centres undefined),11,0.9,3,-4,0.3,-2,3,3,1
Cc1nc2cc(-c3sccc3-n3cccc3)nn2c(C)c1C,·,-0.4,22,26,-0.2,22*,-3,-60,26
CCOC(=O)c1cnn(-c2sc(C(=O)OCC)c(C)c2C(=O)OCC)c1N,10,0.2,·,·,-0.4,-1,·,-4,·
Cc1ccc2cc(CN(CCN3CCCC3)C(=O)Nc3ccccc3)c(=O)[nH]c2c1C,1,0.3,11,2,-0.1,15,-2,-32,-11
O=C(c1ccc(Cl)nc1)N1CCC(Cc2ccccc2)CC1,2,0.7,3,19,1.1,·,-7,18,5
Cc1ccc(-n2nc(C(=O)O)cc2-c2ccccc2)cc1,8,0.7,-10,-3,-0.7,12,2,-40,33
CC(C)c1ccc(NC(=S)Nc2ccc3[nH]c(=O)[nH]c3c2)cc1,7,0.7,-8,-7,0.1,·,-1,3,-43
CC(CNS(=O)(=O)c1ccccc1)Sc1ncccn1 (centres undefined),10,1.2,-18,3,0.0,·,-6,-9,1
CCc1nnc(NC(=O)c2nc3nccc(C)n3n2)s1,8,0.6,1,-20,0.3,0,-3,14,21
Cn1c(O)c(C=Nc2ccc(N3CCOCC3)cc2)c(=O)n(C)c1=S,8,1.4,-1,11,3.5,-2,-6,2,-4
COc1ccc(CCNC(=O)c2ccc3ccccc3n2)cc1OC,10,0.1,8,4,-0.2,20*,-8,3,-31
Cc1cccc(N2CCN(C(=S)NC3CCCCC3)CC2)c1C,4,0.9,11,-6,2.4,·,5,5,3
c1cn(-c2ccc(-c3ccnc4ncnn34)cc2)cn1,9,0.5,9,2,0.7,6,30,15,19
CC1(C)CC(=O)C=C(NNC(=O)OC(C)(C)C)C1,7,0.5,18,9,0.7,22*,-8,-13,21
CCCCC(=O)NC(=S)Nc1cc(C(=O)O)ccc1OC,2,0.8,8,18,0.8,1,7,7,27
CCC(CC)c1nnc(NC(=O)/C=C/c2ccco2)s1,6,0.5,2,23,1.7,-8,-15[fluorescence artefact?],3,-44
Cc1cc(Cl)c(S(=O)(=O)Nc2ccc3c(c2)OCO3)cc1OCC(=O)NC1CCCCC1,5,-0.8,9,57,-2.3,15,1,-29,15
C=CCCC(=O)Nc1nc(C)c(-c2csc(Nc3cccc(OC)c3)n2)s1,19,0.8,-1,19,-0.2,-2,3[fluorescence artefact?],3,23
Cc1ccc(-n2ncc3c(SCc4ccccn4)ncnc32)c(C)c1,3,-0.3,-3,5,-1.4,5,-16,18,6
CCOC(=O)c1ccc(CNC(=O)CCC(=O)O)cc1,6,1.0,26,7,2.0,1,9,-26,32
O=C1CCCC2=C1Sc1ccccc1N2,11,-0.7,1,15,0.5,·,-1,-22,-14
Cc1ccccc1C(=O)NNC(=O)CSc1nnc(-c2ccncc2)n1-c1ccccc1,3,0.2,11,-15,0.9,0,-5,6,-6
Cc1sc(NC(=O)/C=C/c2ccco2)c(C(=O)O)c1C,6,1.6,31,-6,1.4,·,-7,-11,-23
CCn1nc(C)c(CN2CCCC(CO)(Cc3ccccc3)C2)c1C (centres undefined),4,0.0,0,46,-0.7,7,11,13,-13
Cc1nc(SCc2ccc(C(=O)O)cc2)nc2c1CCCC2,6&5,1.1,6,42,1.0,-3,-9,1,61*!
Cc1c(Cc2ccccc2)c(=O)oc2cc(OCC(N)=O)ccc12,2,0.5,16,-13,1.7,-5,9,11,-53
N=c1oc2ccccc2cc1C(=O)N/N=C/c1ccccc1,·,0.9,25,-25,0.1,-3,1,20,-3
CCC(C)SCc1nc2ccccc2[nH]1 (centres undefined),5,0.5,-6,-46,2.8,4,2,-12,4
CN(C)S(=O)(=O)c1ccc(Oc2ccc(S(=O)(=O)N(C)C)cc2)cc1,16,3.3,41,57,7.6,4,-2,-3,-13
COc1ccc(/C=C2/SC(=O)N(CCC(=O)Nc3ccc(S(=O)(=O)Nc4nccs4)cc3)C2=O)cc1,8,1.2,19,29,-0.6,-2,-6,22,12
O=C(NC(=S)N1CCN(Cc2ccccc2)CC1)c1ccco1,5,0.2,13,-2,0.7,5,-7,-4,23
CCOC(=O)Nc1cccc(OCC(=O)Nc2ccccc2OC)c1,9,-1.4,·,18,-1.9,0,3,-5,-16
O=C(CCc1ccccc1)NCCC1=CCCCC1,9,-0.1,31,1,0.0,6,-3,-8,-29
CCOc1ccc(NCc2cc3c(C(C)(C)C)nn(-c4ccccc4)c3[nH]c2=O)cc1,8,1.2,-4,59,-0.5,-11,-12,56*,-9
CCCCc1nnc(NC(=O)C2CC(=O)N(c3ccc(C)cc3)C2)s1 (centres undefined),7,0.8,18,17,0.9,-2,-7,-11,-13
COc1cc(/C=C/C(=O)Nc2ccc3[nH]c(=O)[nH]c3c2)cc(OC)c1OC,10,0.1,27,-3,0.5,6,-3,10,-26
COc1ccc(N/C(=C/[N+](=O)[O-])SC)cc1,18,0.5,27,32,0.2,9,2,-16,5
CCOCCCN(C(=O)CNC(=O)c1ccco1)C(C(=O)NC1CCCC1)c1ccccc1C (centres undefined),2,0.6,5,36,0.7,0,-6[fluorescence artefact?],-3,21
CC(C)Cn1c2c(c(=O)[nH]c1=O)C(NS(=O)(=O)c1ccc(Cl)cc1)(C(F)(F)F)C(=O)N2 (centres undefined),8,0.9,12,20,1.7,·,5,20,20
CC(C)CCN1CCN(Cc2cccc(-n3cccn3)c2)CC1CCO (centres undefined),6,0.6,2,20,0.1,3,8,-2,-42
Nc1scc2c(C(=O)N/N=C/c3ccc(Cl)cc3)nn(-c3ccccc3)c(=O)c12,3,0.5,8,21,0.2,-6,-3,6,-4
CS(=O)(=O)N(CC(=O)NC1CC2CCC1C2)c1cccc(C(F)(F)F)c1 (centres undefined),8,-0.1,33,2,-0.1,1,-5[fluorescence artefact?],4,11
Cc1ccc(C)c(NC(=O)CSc2nnc(-c3ccncc3)o2)c1,10,0.4,5,15,1.4,·,-4,12,10
Cc1ccc(OCCn2c(Br)nc3c2c(=O)n(C)c(=O)n3C)cc1,4,0.7,20,47,1.1,-2,-5,-23,-7
COc1cccc(-n2nnc3c(=O)n(CC(=O)OCc4ccccc4)cnc32)c1,3,0.7,8,4,0.6,-4,-9[fluorescence artefact?],-27,20
CN(C)C(CNC(=O)Cc1cccc(C(F)(F)F)c1)c1ccco1 (centres undefined),2,-0.6,7,23,1.5,2,10,8,9
C=CCOc1ccc(CN(C)CC(=O)Nc2ccc3c(c2)CCC3)cc1,10,-0.8,20,-6,-2.4,9,59,-35,-91
CCOc1ccc(C2CC(c3cccc(C)c3)n3ncnc3N2)cc1 (centres undefined),1,1.6,16,44,1.4,8,9,-3,-7
Cc1ccc(-c2cc(C(=O)Nc3ccc(S(=O)(=O)Nc4nccs4)cc3)c3ccccc3n2)c(C)c1,9,0.0,3,3,0.0,-6,-2,17,36
N#Cc1c(-c2ccccc2)ccn(Cc2ccccc2Cl)c1=O,·,-0.8,2,12,-1.9,13,-4[fluorescence artefact?],-13,-12
Cc1cc(NC(=O)c2cc(-c3ccco3)on2)no1,0,0.3,1,10,-1.4,4,10,-16,-12

# Ordered by value in NPY1 pot ag (largest number first): 4 from the list above.
SMILES	NPY1 pot ag
CC(C)CCN1CCN(Cc2cccc(-n3cccn3)c2)CC1CCO (centres undefined)	-2
CCOCCCN(C(=O)CNC(=O)c1ccco1)C(C(=O)NC1CCCC1)c1ccccc1C (centres undefined)	-3
COc1ccc(N/C(=C/[N+](=O)[O-])SC)cc1	-16
COc1cccc(-n2nnc3c(=O)n(CC(=O)OCc4ccccc4)cnc32)c1	-27

# A portion of the library; the hit share may differ from the screen's.
